Mtb RmlCD inh – inhibitors of Mycobacterium tuberculosis RmlC and RmlD coupled enzymes; P9WH09+P9WH11; RmlC+RmlD coupled enzyme assay, percent inhibition; primary screen in compound mixtures; inhibition, % at 3.6 µM; 0.03% of 160,000 active; AID 1533; in the data active = inhibition mostly above about 34%, no sharp cut-off; note: some results filed as inactive read as strong as hits
Target sequence (P9WH09 whole entry, looked up): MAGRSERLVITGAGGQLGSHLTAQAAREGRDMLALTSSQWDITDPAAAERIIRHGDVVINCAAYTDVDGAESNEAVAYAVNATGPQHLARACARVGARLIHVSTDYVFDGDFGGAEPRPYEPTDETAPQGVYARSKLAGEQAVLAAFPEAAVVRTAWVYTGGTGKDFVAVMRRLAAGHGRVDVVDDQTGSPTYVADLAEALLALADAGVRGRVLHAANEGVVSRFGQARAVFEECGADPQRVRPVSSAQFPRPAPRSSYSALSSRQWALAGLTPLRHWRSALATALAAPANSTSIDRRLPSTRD
Target sequence (P9WH11 whole entry, looked up): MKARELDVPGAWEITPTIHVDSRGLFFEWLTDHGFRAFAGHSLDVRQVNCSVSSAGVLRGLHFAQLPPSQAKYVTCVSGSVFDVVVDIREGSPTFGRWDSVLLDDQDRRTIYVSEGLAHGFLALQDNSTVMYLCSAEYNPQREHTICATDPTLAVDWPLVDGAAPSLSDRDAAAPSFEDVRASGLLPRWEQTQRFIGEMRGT
GlmU inhibition – inhibition of mycobacterial GlmU enzyme – biochemical, glucosamine-1-phosphate acetyltransferase (AID 1376). 0.25% of 220,000 active. inhibition, %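 (tested at 30 µM in the primary screen)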; hits with a dose series show IC50 in µM. M. tuberculosis GlmU acetyltransferase enzyme assay; higher % means a stronger effect; in the data active = inhibition above about 13%;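 note: 0% = complete reaction with vehicle and 100% = reaction without substrate; strong numbers were not always called active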
An asterisk follows results filed as active; / = not tested or not shown; & = joins results of further samples. Only part of the results is shown; rates above refer to the full screens.

The line under a structure holds: Mtb RmlCD inh, GlmU inhibition
COc1ccc(CCn2c(C)cc(C(=O)CSc3nc(N)cc(=O)[nH]3)c2C)cc1
 : 1, -2.3%
CCCCNC(=O)C(=O)N/N=C/c1ccc(OCC(=O)Nc2cccc(OC)c2)c(OC)c1
 : -8, -2.6%
CCOc1ccc2c(c1)n([O-])c1c([n+]2=O)CCCC1
 : 5, 6.2%
COC(=O)c1ccc(NC(=O)c2ccc(OC(C)=O)c(OC)c2)cc1
 : 4, -2.1%
O=C(CSc1nnc(-c2ccncc2)n1Cc1ccco1)Nc1ccccc1Cl
 : -6, 2.6%
C[C@@H](C(=O)OCC(=O)NCCc1ccc(S(N)(=O)=O)cc1)N1C(=O)C2CCCCC2C1=O (stereo not given in full)
 : 0, -3.6%
O=[N+]([O-])c1ccc(N2CCN(S(=O)(=O)c3ccccc3)CC2)cc1NCCN1CCOCC1
 : 1, -7.5%
CC(=O)Nc1ccc(S(=O)(=O)Oc2ccc(C(=S)N3CCC(O)CC3)cc2)cc1
 : -7, 2.8%
O=C(COC(=O)Cc1ccc(Br)cc1)NC12CC3CC(CC(C3)C1)C2
 : 7, /
CCCCC(=O)Nc1cccc(NC(=O)c2cccc(Br)c2)c1
 : 2, 2.9%
Cc1ccc(CSC2=NCCN2C(=O)c2ccco2)cc1
 : /, -1.7%
C=CCc1ccc(OCCOCCN(C)C)c(OC)c1
 : /, -2.8%
COc1ccc(C2=NN(C(=O)c3cccs3)C(O)(C(F)(F)F)C2)cc1 (stereo not given)
 : 3, -0.2%
Cc1cc2ccccc2n2c(SCC(=O)NCc3cccs3)nnc12
 : /, -0.9%
CCC(C)NS(=O)(=O)c1ccc(NS(C)(=O)=O)cc1 (stereo not given)
 : 4, 1.0%
CCOC(=O)Cn1c(=O)oc2cc(S(=O)(=O)NCc3ccccn3)ccc21
 : /, 3.1%
Cc1cc(Oc2ccc(OCC(N)=O)nn2)nc(Cl)n1
 : 48, 5.9%
CCOC(=O)c1sc(N)c(C(=O)OC)c1C
 : 16, -3.8%
COc1ccc(-c2nn(-c3ccccc3)cc2/C=C(\CC(=O)O)c2nc3ccccc3s2)cc1OC
 : -12, -2.3%
NS(=O)(=O)c1cccc(NC(=O)CSc2ncc(C(F)(F)F)cc2Cl)c1
 : -12, 1.3%
CC1(C)NC(=O)N(CCOc2cccc(Cl)c2Cl)C1=O
 : -7, -2.3%
O=C(N/N=C/c1ccc(N2CCCCC2)o1)C(O)(c1ccccc1)c1ccccc1
 : 24, 1.5%
O=C1CN(CC(=O)Nc2ccc(Cl)cc2)CCN1
 : 4, 2.4%
CCOC(=O)C1=C(C)NC(C)=C(C(=O)OCC)C1c1ccc([N+](=O)[O-])s1
 : -1, 4.1%
Cc1ccc(NC(=O)/C(=C/c2cccs2)NC(=O)c2ccco2)c(C)c1
 : /, 2.7%
O=C(N/N=C/c1ccco1)c1ccc(OCc2ccccc2)cc1
 : 8, -2.6%
CCN(CC)S(=O)(=O)c1cc(NC(=O)C(CC(C)C)NC(N)=O)ccc1C (stereo not given)
 : -10, 5.1%
Cc1c(NC(C)c2ccccc2O)c(=O)n(-c2ccccc2)n1C (stereo not given)
 : 5, -0.9%
Cc1ccccc1C1=Nn2c(nnc2-c2ccco2)SC1
 : 5, 3.3%
CC(=O)c1csc(-c2ccccc2)n1
 : 0, -5.8%

Entries from the list above that have a nitro group on carbon, in the order listed:
The line under a structure holds: Mtb RmlCD inh, GlmU inhibition
O=[N+]([O-])c1ccc(N2CCN(S(=O)(=O)c3ccccc3)CC2)cc1NCCN1CCOCC1
 : 1, -7.5%
CCOC(=O)C1=C(C)NC(C)=C(C(=O)OCC)C1c1ccc([N+](=O)[O-])s1
 : -1, 4.1%

A different layout for some results above.
canonical_smiles	Mtb RmlCD inh	GlmU inhibition
O=C(COC(=O)Cc1ccc(Br)cc1)NC12CC3CC(CC(C3)C1)C2	7	/
CCCCC(=O)Nc1cccc(NC(=O)c2cccc(Br)c2)c1	2	2.9%
Cc1ccc(CSC2=NCCN2C(=O)c2ccco2)cc1	/	-1.7%
C=CCc1ccc(OCCOCCN(C)C)c(OC)c1	/	-2.8%
COc1ccc(C2=NN(C(=O)c3cccs3)C(O)(C(F)(F)F)C2)cc1 (stereo not given)	3	-0.2%
Cc1cc2ccccc2n2c(SCC(=O)NCc3cccs3)nnc12	/	-0.9%
CCC(C)NS(=O)(=O)c1ccc(NS(C)(=O)=O)cc1 (stereo not given)	4	1.0%

Next section.
The line under a structure holds: Mtb RmlCD inh, GlmU inhibition
Cc1ccc(NC(=O)C2CC(=O)N(c3ccc4c5c(cccc35)CC4)C2)cc1 (stereo not given)
 : -8, 0.7%
CCc1ccc(C(=O)NC(CC(C)C)C(=O)O)cc1 (stereo not given)
 : 8, -1.9%
CC1(C)Cc2nc3n[nH]c(N)c3cc2CO1
 : 8, -3.2%
CC(C)(C)NC(=O)CN(C(=O)C1CSC(=O)C1)c1ccccc1F (stereo not given)
 : -8, 1.5%
O=C(c1ccccc1)C(Nc1ccccn1)c1ccccc1 (stereo not given)
 : 14, -3.0%
O=C(O)CCN(CCC(=O)O)c1nnc(SCc2ccccc2)s1
 : /, 5.3%
CCOc1ccccc1N1C(=O)c2ccc(C(=O)Nc3cccnc3)cc2C1=O
 : 11, 8.4%
COc1ccc(N(C)C(=O)CCC(=O)Nc2ccc3nc(N4CCOCC4)cc(C)c3c2)c(OC)c1
 : 4, -1.1%
O=C(/C=C/c1ccc(Cl)cc1)NC(=S)Nc1ccc(CN2CCOCC2)cc1
 : /, -0.9%
O=C(NCC1CCCO1)c1ccc(Oc2ccc([N+](=O)[O-])cc2)cc1 (stereo not given)
 : -13, 6.7%
O=C1CN(C(=S)NC(=O)c2ccc(-c3ccccc3)cc2)CCN1
 : -3, 1.7%
CCn1c(C)c2c(C)nnc(C)c2c1C
 : -8, -4.4%
CCOC(=O)c1cccc(NC(=O)CSc2nnc(-c3ccncc3)n2CCCOC)c1
 : -6, 2.4%
CC(=O)c1c(C)[nH]c(C(=O)OC2CCOC2=O)c1C (stereo not given)
 : -10, 9.5%
O=C(NCCc1ccc(F)cc1)c1cc(-c2ccncc2)nc2ccccc12
 : 5, 2.1%
Cc1ccc(NC(=O)c2ccccc2OCC(=O)Nc2cccc(Cl)c2C)nc1
 : -15, 2.6%
Cc1ccc2c(c1)-c1c(cnn1CC(=O)N(CCC#N)c1ccccc1)CO2
 : -4, -0.4%
CCn1cc(C2=NC(CC(C)C)CO2)c2ccccc21 (stereo not given)
 : /, -4.6%
O=C(c1ccccc1Cl)N1CCCC(c2nc3c(nnn3Cc3ccccc3)c(=O)[nH]2)C1 (stereo not given)
 : 8, -3.8%
CCOC(=O)c1cc(C#N)c(N2CCN(c3ccc(OC)cc3)CC2)[nH]c1=O
 : 8, -4.8%
COc1cc(OC)cc(C(=O)NC(=S)Nc2ccc(N3CCCC3)cc2)c1
 : -4, -13%
CCCCS(=O)CC(CS(=O)CCCC)OC(=O)c1ccccc1 (stereo not given)
 : /, 0.1%
Cc1c(C(=O)O)oc2c1C(O)CC(C)(C)C2 (stereo not given)
 : -12&1, 2.8%&-2.4%
CC1CN(S(=O)(=O)c2cn(C)c(=O)n(C)c2=O)CC(C)O1 (stereo not given)
 : /, 12%
COC(=O)CCC(=O)OC1(C)C(=O)C2=CN(Cc3ccco3)C(c3ccc(OC)cc3)=CC2=C(Br)C1=O (stereo not given)
 : /, 4.0%
CCCCOC(=O)Cn1c2ccc(OC)cc2c2nc3ccccc3nc21
 : 9, -0.4%
O=C1c2[nH]nc(-c3ccccc3O)c2C(c2cccc(Cl)c2)N1Cc1ccco1 (stereo not given)
 : 12, -4.9%
Brc1ccc(-c2cnnc(N3CCCC3)n2)cc1
 : 6, -3.6%
Cn1c(=O)c2cc(S(=O)(=O)NCCC(=O)NC3CCCCCC3)ccc2n(C)c1=O
 : -5, 1.2%
COc1ccc(N2C(=O)[C@@H]3[C@H](C2=O)[C@H](C(=O)c2ccc(OC(C)=O)cc2)N2N=CC=C[C@@H]32)cc1
 : 8, 0.3%

Following part.
The line under a structure holds: Mtb RmlCD inh, GlmU inhibition
COc1cc(/C=N/NC(=O)CCC(=O)NCc2ccccc2)cc(OC)c1OC
 : 8, -3.0%
CCCCN(c1ccccc1)S(=O)(=O)c1ccc2c(c1)CCN2C(=O)CCC(=O)O
 : 4, 3.5%
Cc1nc2ccccn2c1C(=O)N=Nc1c(O)n(CCC(C)C)c2ccccc12
 : 52, -3.5%
COc1ccc(OC)c(Nc2nc(-c3sc(C)nc3C)cs2)c1
 : 3, 0.3%
CC(C)Cc1nc2oc3c(NCC(C)O)ncnc3c2c2c1CCCC2 (stereo not given)
 : -4, -0.3%
O=C(OCc1nc2ccccc2s1)c1cnccn1
 : -4, 8.2%
NC(=O)c1ccccc1N/C=C1\CCCCC1=O
 : 9, -4.9%
O=C(NCC(c1cccs1)N1CCOCC1)c1ccccc1NS(=O)(=O)c1ccc(Cl)cc1 (stereo not given)
 : -6, 3.5%
CC(=O)n1cc(Nc2ccc([N+](=O)[O-])cc2)c2ccccc21
 : 11, -8.6%
O=C(CN1CCN(c2ccc(Cl)cc2)CC1)N1CCCC1
 : /, 1.7%
Fc1ccc(CN2CCN3CCCC3C2C2CCCCC2)cc1F (stereo not given)
 : -9, -4.6%
C/C(=N\n1nnnc1Nc1ccccc1)c1ccc(N)cc1
 : 2, -1.7%
CC(C)(C)NC(=O)CSc1ccc(C(C)(C)C)cc1
 : /, -6.3%
Cc1cc(NS(=O)(=O)c2ccc(NC(=S)Nc3ccc(Cl)cc3C)cc2)no1
 : -10, 2.6%
COc1ccc(/C=C/C(=O)OCC(=O)NCCC2=CCCCC2)cc1OC
 : /, -9.5%
N#CC1=C(N)Oc2cc3ccccc3cc2C1c1cccs1 (stereo not given)
 : /, 1.4%
CC(=NC(C)C)C1=C(O)CCC1=O
 : /, -1.1%
O=C(O)CCSC(=S)N1CCOCC1
 : -10, -3.0%
Cc1ccc(S(=O)(=O)Nc2ccc(C(N)=O)cc2)cc1[N+](=O)[O-]
 : -7, -3.9%
O=C(NCc1ccco1)c1cccn2c(=O)c3c4c(sc3nc12)CCCC4
 : 13, /
O=C(Oc1ccc(-c2cnc3ccccc3n2)cc1)c1ccc(Br)o1
 : /, 1.8%
CCOC(=O)c1oc2ccccc2c1NC(=O)COc1cccc(OC)c1
 : 18, -5.3%
CCn1c(=N)n(CC(O)c2ccco2)c2ccccc21 (stereo not given)
 : 9, -0.7%
Cc1ccc(N(CC(=O)N/N=C/c2ccc(OC3CSC3)cc2)S(=O)(=O)c2ccccc2)cc1
 : 9, 4.5%
CC(=O)Oc1cc2oc(=O)c3c(c2cc1Cl)CCC3
 : /, 4.5%
CN(C(=O)c1cccc(N2C(=O)C3CC=CCC3C2=O)c1)C1CCCCC1 (stereo not given)
 : -6, 1.2%
O=C(OCc1nnc(-c2ccc(Cl)cc2)o1)C12CC3CC(CC(O)(C3)C1)C2
 : /, -5.2%
CCN(Cc1ccc(OC)c(F)c1)C(=O)CCl
 : /, 0.6%
COc1cccc(-c2nc(CS(=O)CC(=O)NCc3ccccc3)c(C)o2)c1 (stereo not given)
 : 7, -1.1%
COc1cc(/C=C/CN2CCN(Cc3ccc(C)o3)C(CCO)C2)ccc1O (stereo not given)
 : -18, -0.9%

New compounds follow:
The line under a structure holds: Mtb RmlCD inh, GlmU inhibition
O=C(O)C1CCCN1S(=O)(=O)c1cc(Cl)ccc1Cl (stereo not given)
 : /, -2.2%
COc1ccc(N/C=C2\C(=O)CCc3c2oc2cc(Cl)c(O)c(Cl)c32)cc1
 : -14, 2.3%
CCOC(=O)N1CCN(CC(=O)N2CCC(C(N)=O)CC2)CC1
 : 5, 0.1%
CC1(N2CCOCC2)CC2(O)C(=[N+]1[O-])CCc1nonc12 (stereo not given)
 : 7, -0.6%
COC(=O)CSc1nnc(-c2ccccc2OC)o1
 : /, -0.3%
Cc1ccc(C)c(-n2nnnc2Sc2nnnn2-c2ccccc2)c1
 : 10, 2.0%
Fc1ccc(C2N(c3ccccc3)C(=S)N3CCCN23)cc1 (stereo not given)
 : 7, -3.3%
CC(C)Cc1ccc(C(C)C(=O)OCC(=O)c2c[nH]c3ccccc23)cc1 (stereo not given)
 : 5, 2.6%
Cc1ccc(NC(=O)c2ccccc2-c2ccccc2C(=O)O)cc1C
 : 7, -1.4%
Cc1cc(S(=O)(=O)N2CCN(c3c(C)cccc3C)CC2)ccc1F
 : /, -6.0%
Cn1c(=O)c2c([nH]c(=O)n2C)n(C)c1=O
 : 6, -3.7%
CCOC(=O)c1cnn(CCOC(=O)c2ccccc2)c1NC(=O)c1ccccc1
 : 8, -1.3%
O=C(NCCN1CCOCC1)c1ccc(=O)n(Cc2ccc(Cl)cc2)c1
 : -12, 3.7%
O=C(CSc1ncn(-c2ccccc2)n1)Nc1nc(-c2ccccc2)cs1
 : /, 1.6%
Cc1ccc(NC(=O)CSc2n[nH]c(C)c2[N+](=O)[O-])cc1
 : 1, 1.2%
CCCCOc1ccc(CSC2=NCCN2)cc1[N+](=O)[O-]
 : -9, -6.2%
CC(CNC(=O)CC(C)(C)C)NC(=O)CC(C)(C)C (stereo not given)
 : /, -3.1%
Cc1ccc(C)c(S(=O)(=O)N(C(=O)c2ccncc2)c2ccc(OC(=O)c3ccncc3)cc2)c1
 : 5, -9.6%
O=C(CSc1nnc(Cc2ccccc2)n1Cc1ccco1)NC12CC3CC(CC(C3)C1)C2
 : -3, 9.6%
Cc1cc(=O)oc(C)c1C(=O)NCc1c(F)cc(F)cc1F
 : 10, 0.7%
Cn1c(CN2CCN(CCO)CC2)c(C#N)c2ccccc21
 : 18, 4.3%
COc1ccc(C(NC(=O)C(C)C)c2c(O)ccc3ccccc23)cc1OC (stereo not given)
 : 6, -3.7%
Cc1c(NC(=O)CSc2ccccc2Cl)c(=O)n(-c2ccccc2)n1C
 : 2, 2.1%
CCOc1ccc(NC(=S)N2CCc3cc(OC)c(OC)cc3C2COc2ccc3c(C)cc(=O)oc3c2)cc1 (stereo not given)
 : -6, 1.3%
